Screening data: PubChem, National Center for Advancing Translational Sciences (NCATS)
Shiga toxin inh: blocks Shiga toxin action in Vero cells; Vero cells, Shiga toxin protein synthesis inhibition reporter; 290,000 compounds, 9.2% hits; inhibition, % at 38.7 µM; in the data active = inhibition mostly above about 28%, no sharp cut-off; inactive = mostly below about 43%; note: 0% is about no effect
LmPK inh: blocks Leishmania mexicana pyruvate kinase activity | purified LmPK, Kinase-Glo ATP luminescence, 1 h | 290,000 compounds, 0.37% hits | Potency, µM (titrated, usually from 57.5 µM), for the others: at the highest dose activity change, negative = inhibition, most hits filed as inhibitors; note: potency is the fitted concentration of half-maximal effect; % is set by controls: 0 for no effect and ±100 for the full control effect
Target sequence (Q27686 whole entry, looked up): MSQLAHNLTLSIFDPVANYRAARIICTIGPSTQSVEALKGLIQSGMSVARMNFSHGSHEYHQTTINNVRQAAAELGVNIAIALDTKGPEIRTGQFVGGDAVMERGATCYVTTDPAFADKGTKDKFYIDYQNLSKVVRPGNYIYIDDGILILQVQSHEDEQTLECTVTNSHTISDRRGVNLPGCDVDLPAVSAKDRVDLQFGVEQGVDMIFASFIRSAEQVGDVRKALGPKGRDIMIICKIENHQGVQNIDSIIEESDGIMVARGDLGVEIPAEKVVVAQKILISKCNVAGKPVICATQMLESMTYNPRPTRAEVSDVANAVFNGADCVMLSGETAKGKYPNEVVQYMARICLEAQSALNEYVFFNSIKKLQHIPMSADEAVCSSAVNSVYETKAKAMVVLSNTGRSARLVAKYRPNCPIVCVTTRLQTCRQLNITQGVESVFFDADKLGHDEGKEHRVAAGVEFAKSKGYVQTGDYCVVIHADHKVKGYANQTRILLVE
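Purified LmPK (0.1 nM) with 0.5 mM PEP and 0.1 mM ADP in imidazole buffer pH 7.2 with MgCl2/KCl, 1 h at room temperature. ATP formed was read by luciferase luminescence and normalized to no-enzyme and uninhibited controls.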
HCV inhibitor: inhibitors of hepatitis C virus infection; 340,000 compounds, 3.4% hits; Potency, µM (top dose mostly 41.8 µM), inactives show at the highest dose activity change, negative = inhibition, hits mostly inhibitors; Huh7.5.1 HCVcc-Cre infection, luciferase reporter, 44 h; note: potency is the fitted concentration of half-maximal effect; % is set by controls: 0 for no effect and ±100 for the full control effect
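After 44 h co-culture of compound, cells and HCVcc-Cre (~0.5 moi), substrate is added for 15 min at room temperature and luciferase measured over 15 sec. Cells were seeded at 1,000/well and pre-cultured 4 h.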
CHX counter: affects cycloheximide protein synthesis inhibition readout, counter-screen; max response, %; 300,000 compounds, 12% hits; cell reporter, cycloheximide protein synthesis inhibition counterscreen; AID 2314; in the data active = max response mostly above about 13%, no sharp cut-off; inactive = mostly below about 14%; note: read at 38.3 µM for the half of the compounds with a filed dose; 0% is about no effect
Pf growth 48h: inhibits P. falciparum growth in the first generation, 48 h; P. falciparum luciferase growth in erythrocytes, 48 h; Potency, µM (highest dose often 28.7 µM), for the others: at the top dose activity change, negative = inhibition, usual class: inhibitors; 310,000 compounds, 5.9% hits; note: potency is the fitted concentration of half-maximal effect; % is set by controls: 0 for no effect and ±100 for the full control effect
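Compounds are pin-transferred into medium, infected erythrocytes (2% hematocrit, 0.1% parasitemia final) are added, and plates sit one parasite generation at 37 C in 5% CO2. Detection reagent is then added and luminescence measured.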
Pf growth 96h: inhibits malaria parasite growth, 96 h; P. falciparum luciferase reporter growth, 96 h; Potency, µM (highest dose often 28.7 µM), for inactives: at the top dose activity change, negative = inhibition, usual class: inhibitors; 320,000 compounds, 6.9% hits; note: potency is the fitted concentration of half-maximal effect; % is set by controls: 0 for no effect and ±100 for the full control effect
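Compounds incubated with erythrocytes infected by luciferase-expressing P. falciparum (2% hematocrit, 0.05% parasitemia final) for 96 hours, 37 C in 5% CO2. Growth inhibition scored as decreased luciferase luminescence.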
Tb PYK inh: blocks Trypanosoma brucei pyruvate kinase. Q57TT1. TbPYK enzyme, Kinase-Glo Plus ATP luminescence, 45 min. Potency, µM (titrated, usually from 76.8 µM), for the others: at the top dose activity, negative = inhibition, hits mostly inhibitors. 410,000 compounds, 0.12% hits. AID 624173; note: potency is the fitted concentration of half-maximal effect; % is set by controls: 0 for no effect and ±100 for the full control effect; nearly all actives have a fitted effect of over 50% in size
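T. brucei PYK with substrate was exposed to pin-transferred compounds across a concentration series, then started with 130 uM ADP (final). After 45 min at room temperature, Kinase-Glo Plus luminescence was read, normalized and curve-fitted.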
Numbers without * were called inactive; i = inactive; ? = inconclusive; nt = no result given; & = joins results of further samples; [ ] = another dose, or the depositor's remark. Unless noted, calls come from the whole dose curve; as a rule, active = well fitted curve in the direction sought with a large enough effect; inconclusive = small, poorly fitted or top-dose-only effect, or another doubt; inactive = no such curve, though single readings can be large; an effect the other way counts as inactive or inconclusive. Rows are unselected; 24% or so of the library scored in one or more.

Below each SMILES – Shiga toxin inh	LmPK inh	HCV inhibitor	CHX counter	Pf growth 48h	Pf growth 96h	Tb PYK inh
CSCCC1C(=O)OC2(C)CC(C)(C)NC(=S)N12 (configuration not stated)
→ 24	1%	4%	-2	?	-30%	2%
O=C(O)CCCn1cc(NC(=O)c2cc(F)c(F)cc2Cl)cn1
→ 6	-1%	1%	1	7%	?	-16%
CC1CCCCC1NC(=O)COC(=O)CNC(=O)c1cccc(F)c1 (configuration not stated)
→ -15	10%	10%	-4	3%	27%	-6%
CCOC(=O)C1(CC)NC(c2ccco2)C2C(=O)N(c3ccc(C)cc3)C(=O)C21 (configuration not stated)
→ -8	6%	-12%	10	-6%	7%	1%
Cn1c(=O)c(C(=O)COC(=O)c2cc(-c3ccco3)nc3ccccc23)c(N)n(Cc2ccccc2)c1=O
→ 29	6%	-4%[8.37 µM]	-1	5.2µM*	6.6µM*	nt
CCc1ccc(CNC(=O)Cn2nc(-c3ccccc3)ccc2=O)cc1
→ -18	-2%	?	1	9%	?	1%
CC(C)CCN1C(=O)C2(OCCCO2)c2cc(Cl)ccc21
→ -7	3%	-14%	2	-19%	?	-25%
Cc1nc2ncnn2c(N2CCN(C(c3ccccc3)c3ccccc3)CC2)c1C
→ 11	8%	?	-2	?	0.37µM*	-1%
O=C(N/N=C/c1cc([N+](=O)[O-])ccc1Cl)c1cc(-c2ccccc2)nc2ccccc12
→ -11	-2%	-5%	1	?	?	-8%
CCOC(=O)C1=C(C)NC2=C(C(=O)CC(c3ccc(OC)c(OC)c3)C2)C1c1ccc(C)o1 (configuration not stated)
→ -17	3%	13µM*	-1	1.2µM*	?	2%
O=C(NC(Cc1ccccc1)C(=O)O)C1CCCCC1 (configuration not stated)
→ -11	-1%	-7%&6%	-5	3%	10µM*	2%
CC(=O)Nc1ccc(S(=O)(=O)N2CCN(C(=O)c3ncoc3-c3ccccc3C)CC2)cc1
→ -7	4%	-29%	-6	-17%	-28%	7%
CCOC(=O)C1CCN(Cc2cnc(NC(=O)OC)s2)CC1
→ -9	-1%	13%	1	?	nt	nt
COc1cccc(NC(=O)c2ccc(NC(=O)C3CC(=O)OC34CCCCC4)cc2)c1 (configuration not stated)
→ -12	3%	-1%	-9	?	?	-13%
Cc1ccc(NC(=O)CCSc2nnc(C)o2)cc1
→ 3	-1%	8%	6	0%	-4%	0%
O=C(NC1CCCC1)C1CCCN(S(=O)(=O)c2cnc[nH]2)C1 (configuration not stated)
→ 8	5%	10%	-4	nt	?	-4%
CCc1ccc(C(=O)NNC(=O)CCC2CCCCC2)cc1
→ 24	5%	0%	11	19%	39%[activator]	-1%
O=C(CNCc1cccnc1)Nc1cc(C(F)(F)F)ccc1N1CCOCC1
→ -8	-16%	-1%	-4	?	?	-13%
O=C1CC(c2ccc(Br)cc2)NC(c2ccc(Br)cc2)C1c1ccccc1 (configuration not stated)
→ 9	0%	6%	-1	-9%	?	nt
Cc1ccc2cccc(NS(=O)(=O)c3ccccc3)c2n1
→ -11	-12%	-5%	-2	?	-26%	0%
Cn1cc(Cl)c(C(=O)OCC(=O)c2ccccc2)n1
→ 36*	-6%	5%	27*	30%[activator]	13µM*	-2%
CC(=O)NC(C)c1cc(Cl)c2ccccc2c1O (configuration not stated)
→ nt	nt	nt	nt	-1%	24%	-3%
CCOc1ccc(CN(C)CC(=O)Nc2ccc([N+](=O)[O-])cc2Cl)cc1
→ -10	3%	?	-2	24%	-29%	0%
CCc1nnc(NC(=O)CN2CCN(C(=O)c3ccccc3)CC2)s1
→ -7	-3%	8%	-1	16%	10%	2%
COC(=O)c1c(-c2cccnc2)csc1NC(=O)c1cc(C)on1
→ 83*	-10%	?	63*	-52%	nt	?
Cc1cc(NC(=O)CSc2ccc(-c3nc4cc(C)c(C)cc4[nH]3)cn2)no1
→ 60*	0%	-6%	38*	3.3µM*	34%[activator]	3%
CCc1ccccc1NC(=O)C1CC(c2ccc(OC)cc2)=NO1 (configuration not stated)
→ -6	6%	-10%	6	-24%	-29%	-16%
CN(C)CC(O)CN1C(=O)N(CN2C(=O)N(CC(O)CN(C)C)C(=O)C2(C)C)C(C)(C)C1=O (configuration not stated)
→ 18	-3%	4%	-3	3%	16%	0%
COc1cc(SC)ccc1C(=O)OCC(=O)NC1CCCC1
→ 113*	0%	6%	54*	0%	82%[activator]	-4%
C[C@]12CC[C@H]3[C@@H](CC[C@]4(O)C[C@@H](O)CC[C@]34C=O)[C@@]1(O)CC[C@@H]2C1=CC(=O)OC1
→ nt	nt	0.56µM*	nt	17%	-10%	3%
COc1ccc(CNC(=O)Nc2cccc3ccccc23)cc1
→ 21	2%	-13%	-2	nt	-2%	-1%
COc1ccc(NC(=O)CN2CCN(CC(=O)Nc3ccccc3OC)CC2)c(OC)c1
→ -9	0%	-19%	-2	-5%	32%[activator]	-3%
O=C(Cc1noc2ccccc12)Nc1ccc2ccccc2c1
→ 69*	5%	4%	32*	?	48%[activator]	-8%
CC(=O)c1cccc(N(CC(=O)N2CCCCC2)S(C)(=O)=O)c1
→ -11	3%	9%	-3	nt	?	0%
COc1cc(CCC(=O)N2CCN(c3ccccc3Cl)CC2)cc(OC)c1OC
→ -6	-4%	-6%	-6	2%[0.00184 µM]	-24%	-6%
CC(Sc1nc(N2CCOCC2)c2c(c1C#N)CC(C)(C)OC2)C(=O)Nc1ccccc1 (configuration not stated)
→ 8	2%	?	-1	13µM*	nt	?
C=CCN(C(=O)CNC(=O)c1ccco1)C(C(=O)NC1CCCCC1)c1cccnc1 (configuration not stated)
→ -9	0%	-11%	-3	-4%	16%	1%
O=C(O)c1cc(S(=O)(=O)N2CCCCC2)ccc1Cl
→ -13	0%	-3%	1	43%[activator]	?	-7%
COc1ccc(Cl)cc1-c1csc(N)n1
→ -4	1%	?	-2	42%[activator]	16%	3%
COc1cccc(OC)c1C(=O)NCC12CC3CC(C1)CC(CNC(=O)c1c(OC)cccc1OC)(C3)C2
→ 3	5%	6%	-1	34%[activator]	3.3µM*	4%
CCOc1ccc(NC(=O)CN(C)C(=O)Cc2sc(C)nc2-c2ccc(F)cc2)cc1OCC
→ nt	nt	-12%	nt	?	?	-2%
Fc1ccc(-c2csc(Nc3ccccn3)n2)c(F)c1
→ 40*	2%	?	46*	273%[activator]	12%	2%
CCC(=O)Nc1ccc2c(c1)ncn2-c1ccccc1C
→ 14	1%	?	-3	-28%	i	-5%
C=CCn1c(SCC(=O)N(CC)C2CCS(=O)(=O)C2)nc2ccccc2c1=O (configuration not stated)
→ -6	7%	17%	-3	-17%	-16%	6%
O=C(NCCc1nc2ccccc2[nH]1)/C(=C/c1ccc2c(c1)OCO2)NC(=O)c1ccc(Cl)cc1Cl
→ -16	2%	-14%	2	-9%	?	-2%
Cc1c(C(=O)N(C)C)c2cc(Cl)ccc2n1O
→ 1	1%	?	-1	8%	31%[activator]	-8%
COc1ccc2[nH]c(=O)c(CN(CCCN3CCOCC3)C(=O)NCc3ccccc3)cc2c1
→ -12	1%	20%	-1	-3%	55%[activator]	-6%
COc1cc(Cl)c(C)cc1NC(=O)COC(=O)CCc1nc2ccccc2c(=O)[nH]1
→ nt	nt	?	nt	-4%	30%	3%
Cc1sc2nc(-c3cccs3)oc(=O)c2c1C
→ 136*	1%	7%	43*	-10%[0.00184 µM]	13%	2%
CN(Cc1ccccc1)C(=O)c1ccc2c(c1)OCO2
→ 16	0%	13%	15*	16%	?	7%
COc1cc(/C=N/Nc2nc3ccccc3[nH]2)cc(OC)c1O
→ 73	-20%	-8%	18*	1.7µM*	0.93µM*	-21%
CSc1ncc(Cl)c(C(=O)NCc2cccnc2)n1
→ -3	-5%	-4%	12	37%[activator]	32%[activator]	-1%
CCOc1ccc(NC(=O)Nc2nnc(CC(=O)NCc3ccccc3)s2)cc1
→ 15	1%	3%	13	3%	15%	-6%
Cc1nc(SCC(=O)Nc2cc(S(=O)(=O)N3CCOCC3)ccc2Cl)nc(C)c1C
→ nt	nt	-28%	nt	?	15µM*	-10%
O=C(CSc1ccccn1)Nc1nc2ccc(Br)cc2s1
→ 38	3%	?	25*	-6%	?	-1%
O=C(O)CN1C(=O)/C(=C\c2ccccc2OCc2ccc(Cl)cc2Cl)SC1=S
→ 38*	1%	30%[activator]	16*	105%[activator]	?	-13%
C=CCc1ccc(OCCCN2CCCC(C)C2)c(OC)c1 (configuration not stated)
→ 20	-10%	25µM*	22*	nt	25%	32%[activator]
CC1CC1C(=O)N(C)CC(=O)Nc1ccc(Cl)c(C(F)(F)F)c1 (configuration not stated)
→ nt	nt	-14%	nt	-4%	?	2%
Cc1ccc(OCC(=O)Nc2nnc(S(=O)(=O)N3CCCCC3)s2)cc1
→ -3	-9%	1%	-2	0%	39%[activator]	-6%
Cn1nccc1C(=O)OCC(=O)Nc1ccccc1Cl
→ 5	-2%	20%	10	3%	?	-1%

Other entries:
Below each SMILES – Shiga toxin inh	LmPK inh	HCV inhibitor	CHX counter	Pf growth 48h	Pf growth 96h	Tb PYK inh
CCN(CC)C(=O)CSc1nc(-c2ccccc2)cc(=O)[nH]1
→ 28	2%	5%	1	27%	13%	-8%
CC1=NN(C(=O)c2c(Br)cnn2C)C(O)(C(F)(F)F)C1 (configuration not stated)
→ -4	1%	16%	0	?	?	-25%
CSC1=N/C(=C\c2cccc(Cl)c2)C(=O)N1N(C)C
→ 21	-4%	-27%	8	4%	29%	2%
O=C(O)CCC(NC(=O)c1ccc(Cl)cc1)C(=O)O (configuration not stated)
→ -11	2%	2%	-6	20%	12%	3%
CN(C)S(=O)(=O)c1ccc(C(=O)NNC(=O)c2ccccc2-n2cccc2)cc1
→ nt	nt	2%	nt	?	?	0%
CCOc1ccccc1CN1CCN(C2CCOCC2)CC1CCO (configuration not stated)
→ -8	7%	31%[activator]	-2	11%	-5%	-5%

An excerpt of these results, as comma-separated lines:
structure,Shiga toxin inh,LmPK inh,HCV inhibitor,CHX counter,Pf growth 48h,Pf growth 96h,Tb PYK inh
CCN(CC)C(=O)CSc1nc(-c2ccccc2)cc(=O)[nH]1,28,2%,5%,1,27%,13%,-8%
CC1=NN(C(=O)c2c(Br)cnn2C)C(O)(C(F)(F)F)C1 (configuration not stated),-4,1%,16%,0,?,?,-25%
CSC1=N/C(=C\c2cccc(Cl)c2)C(=O)N1N(C)C,21,-4%,-27%,8,4%,29%,2%
